HT1080 IDH1KD tx = qHTS for induction of synthetic lethality in tumor cells producing 2HG: qHTS for the HT-1080-IDH1KD cell line; HT-1080 IDH1 knockdown viability, ATP luminescence, 48 h; Potency, µM (doses to about 46.1 µM), inactives show top-dose activity, negative = toxicity, usual class: cytotoxic; 360,000 compounds, 2% hits;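 also: potency is read from the fitted curve at half-maximal effect; 0% = DMSO wells and -100% = cell-free medium wells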
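Cytotoxicity counter-line: IDH1KD HT-1080, 48 h, CellTiter-Glo. Curves classed by r2, magnitude and activity.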
DRD3 antagonist = qHTS of D3 Dopamine Receptor Antagonist: qHTS; AID 652054, 2013; max response, negative = inhibition, %; D(3) dopamine receptor (Homo sapiens), P35462; D3R cells, DiscoveRx beta-arrestin luminescence, antagonist mode; active compounds read low; 360,000 compounds, 2.5% hits; in the data active = max response below about -50%; inconclusive = no clear call, values can overlap the other calls; also: % is scaled to controls: 0 for no effect and ±100 for the full control effect; mostly tested at two doses, the higher about 12 µM
Target sequence (P35462 whole entry, looked up): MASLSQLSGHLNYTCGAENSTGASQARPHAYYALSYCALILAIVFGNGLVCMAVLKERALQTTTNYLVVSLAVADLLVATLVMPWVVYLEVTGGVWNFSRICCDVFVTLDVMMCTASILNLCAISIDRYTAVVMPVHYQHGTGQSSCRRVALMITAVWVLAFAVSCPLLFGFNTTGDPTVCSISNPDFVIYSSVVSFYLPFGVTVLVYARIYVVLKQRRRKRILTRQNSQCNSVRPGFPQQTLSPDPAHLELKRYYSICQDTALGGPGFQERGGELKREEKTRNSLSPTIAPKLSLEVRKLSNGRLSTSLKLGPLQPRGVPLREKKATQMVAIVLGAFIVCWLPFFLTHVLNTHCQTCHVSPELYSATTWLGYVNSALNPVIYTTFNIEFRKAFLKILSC
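Cells expressing the human receptor were seeded at 1500 cells/well, incubated overnight at 37 degrees C in 5% CO2, then exposed to library compounds with dopamine controls for 90 minutes at 37 degrees C before luminescent detection.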
KB-3-1 tox = qHTS assay for MDR1-selective chemotherapeutics: Primary screen using the parental adenocarcinoma cell KB-3-1; KB-3-1 viability, CellTiter-Glo ATP luminescence, 72 h; Potency, µM (doses to about 46.1 µM), for inactives: at the top dose activity change, negative = cytotoxic, hits mostly cytotoxic; 400,000 compounds, 1.4% hits; AID 1347075, 2019; also: potency is read from the fitted curve at half-maximal effect; % is scaled to controls: 0 for no effect and ±100 for the full control effect; nearly all actives have a fitted effect of over 60% in size
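Multi-concentration cytotoxicity screen in KB-3-1 cells grown in DMEM lacking phenol red with 10% FBS. After 72 h at 37 °C with compound, ATP-dependent luminescence was recorded.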
GLP1R ag = qHTS of GLP-1 Receptor Agonists; HEK293 GLP-1R CRE-luciferase, luminescence, 4-6 h; cells express a hypersensitive GLP-1R form; Glucagon-like peptide 1 receptor (Homo sapiens), P43220; Potency, µM (top dose mostly 45.6 µM), for the others: at the top dose activation, most hits filed as activators; 380,000 compounds, 0.007% hits; AID 624172, 2012; also: potency is read from the fitted curve at half-maximal effect; % of control where 0% means no effect
Target sequence (P43220 whole entry, looked up): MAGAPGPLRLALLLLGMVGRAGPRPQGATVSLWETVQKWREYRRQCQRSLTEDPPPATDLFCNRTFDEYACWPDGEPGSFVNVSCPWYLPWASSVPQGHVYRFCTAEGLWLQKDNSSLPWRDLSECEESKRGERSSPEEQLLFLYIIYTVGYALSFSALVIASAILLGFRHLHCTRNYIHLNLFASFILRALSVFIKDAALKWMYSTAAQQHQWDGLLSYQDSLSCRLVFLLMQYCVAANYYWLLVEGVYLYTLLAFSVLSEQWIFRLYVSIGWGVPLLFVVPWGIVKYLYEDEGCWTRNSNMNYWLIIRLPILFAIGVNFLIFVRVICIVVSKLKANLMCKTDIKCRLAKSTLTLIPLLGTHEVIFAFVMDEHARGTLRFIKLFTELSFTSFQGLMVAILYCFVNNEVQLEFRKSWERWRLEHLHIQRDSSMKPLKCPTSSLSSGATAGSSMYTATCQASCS
D3 ag = qHTS of D3 Dopamine Receptor Agonist: qHTS; D(3) dopamine receptor (Homo sapiens), P35462; D3R DiscoveRx beta-arrestin cells, luminescence, 90 min; max activation, %; 410,000 compounds, 0.58% hits; AID 652048, 2013; in the data active = max activation above about 30%; also: 0% is about no effect; mostly tested at two doses, the higher about 12 µM
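Cells at 1500/well, incubated overnight, then treated with pinned compounds (dopamine as control) for 90 min at 37 degrees C. DiscoveRx reagent added for 30 - 60 minutes at room temperature; luminescence read.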
IL1B secr inh = qHTS for Inhibitors of Inflammasome Signaling: IL-1-beta AlphaLISA Primary Screen; THP-1 LPS/ATP IL-1B secretion, AlphaLISA, 16 h; active compounds read low; AID 743279, 2014; 360,000 compounds, 4.7% hits; activity change, % at 57.5 µM; in the data active = activity change below about -50%; inconclusive = mostly about -30% to -49%; also: % is scaled to controls: 0 for no effect and ±100 for the full control effect
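THP-1 cells pretreated 1 hr with compounds (up to 57.5 uM final), then stimulated with LPS (250 ng/mL final) plus ATP (1.25 mM final); secreted IL-1B measured by AlphaLISA after 16 hr, decreased signal indicating inhibition.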
SW480 rereplic = A quantitative high throughput screen for small molecules that induce DNA re-replication in SW480 colon adenocarcinoma cells; SW480 DNA re-replication, Hoechst DNA content imaging, 48 h; Potency, µM (top dose mostly 46.1 µM), for inactives: at the top dose re-replication activation, most hits filed as activators; 340,000 compounds, 1.8% hits; also: potency is read from the fitted curve at half-maximal effect; % of control where 0% means no effect; nearly all actives have a fitted effect of over 55% in size
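Hoechst fluorescence of nuclei (405 nm excitation, 500-530 nm emission) measured by plate-scanning imager after 48 hr compound exposure at 37 C; re-replication scored as increased number of nuclei with elevated intensity.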
HT1080-NT tox = qHTS for induction of synthetic lethality in tumor cells producing 2HG: qHTS for the HT-1080-NT fibrosarcoma cell line; HT-1080-NT fibrosarcoma viability, CellTiter-Glo ATP luminescence, 48 h; AID 686970, 2013; Potency, µM (series often up to 46.1 µM), for inactives: at the top dose activity, negative = less viability, usual class: cytotoxic; 360,000 compounds, 1.6% hits;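 also: NT is the 2HG producing partner of a matched IDH1 knockdown line; potency is read from the fitted curve at half-maximal effect; 0% = DMSO-treated cells and -100% = media-only wells without cells; nearly all actives have a fitted effect of over 55% in size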
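Read-out is CellTiter-Glo luminescence after 10 minutes at room temperature, following 48 hours' compound treatment of HT-1080-NT cells (750 cells/well, RPMI, 5% FBS, 37 degrees C).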
KB-V1 MDR tox = qHTS assay for MDR1-selective chemotherapeutics: Primary screen using the drug-selected MDR subline cells KB-V1. KB-V1 MDR cells viability, CellTiter-Glo, 72 h. Potency, µM (highest dose often 46.1 µM), for inactives: at the top dose activity change, negative = cytotoxicity, actives largely listed as cytotoxic. 400,000 compounds, 3.4% hits. AID 1347076, 2019; also: potency is read from the fitted curve at half-maximal effect; % is scaled to controls: 0 for no effect and ±100 for the full control effect; nearly all actives have a fitted effect of over 60% in size
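Cells of the MDR subline KB-V1 are plated, dosed with compound at multiple concentrations, and incubated 72 h at 37 degrees C; CellTiter-Glo is then added and luminescence read after 10 min.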
* hit, by the source's call; ? = inconclusive; nt = not tested or not shown; [ ] = remark or other dose. Unless noted, calls follow the shape of the dose curve; as a rule, active = well fitted curve in the direction sought with a large enough effect; inconclusive = small, poorly fitted or top-dose-only effect, or another doubt; inactive = no such curve, though single readings can be large; an effect the other way counts as inactive or inconclusive.

Order of values: HT1080 IDH1KD tx, DRD3 antagonist, KB-3-1 tox, GLP1R ag, D3 ag, IL1B secr inh, SW480 rereplic, HT1080-NT tox, KB-V1 MDR tox
CCN(CC)C(=O)Cn1c(=O)n(CCC(=O)Nc2ccc(F)cc2)c(=O)c2sccc21
  16.0%, 4.9, -5.1%, -2.6%, 5.1, 8.6, 1.1%, 8.8%, 23.6%
Cc1nc(N2CCN(c3ccccn3)CC2)c2c(C)c(C(=O)Nc3ccc(F)cc3F)sc2n1
  2.3%, 4.7, -23.1%, 15.5%, 4.8, -20.6, ?, 5.0%, 11.6µM*
Cc1noc(/C=C/N(C)C)c1S(=O)(=O)N(C)CC(=O)N1CCc2ccccc21
  -2.0%, 3.1, -14.9%, -7.6%, -20.4, 11.4, -8.1%, -1.2%, 13.4%
CC1=CN(S(=O)(=O)c2ccc(C)cc2)C[C@@H]2c3ccccc3N(S(=O)(=O)c3ccc(C)cc3)[C@H]12
  3.3%, -17.4, -5.3%, -1.2%, -10.5, 15.9, 0.7%, 2.9%, 3.4%
O=C(N/N=C/c1ccc(Br)s1)c1cccc([N+](=O)[O-])c1
  ?, 2.7, ?, 4.0%, -11.6, -4.1, -7.6%, -3.9%, ?
CN1CCN(c2ncnc3c2ncn3[C@H]2CN(Cc3ccco3)C[C@@H](CO)O2)CC1
  19.5%, -25.6, 0.0%, 4.8%, -7.5, 13.4, nt, 7.0%, 3.6%
CCCn1c(N)c(NCCN2CCOCC2)c(=O)n(CC(=O)NCc2ccccc2)c1=O
  7.9%, 4.5, 5.1%, 3.3%, 2.7, -12.4, -4.4%, 2.7%, -0.8%
Nc1ccn(CC(=O)N2CCN(c3ccccn3)CC2)c(=O)n1
  10.0%, -18.4, -2.1%, -4.0%, -7.3, 16.4, -5.5%, 4.5%, 9.6%
NC(=O)C1CCCN(C(=O)c2ccc3c(c2)NC(=O)CS3)C1 (stereo not drawn)
  4.9%, 8.8, 6.6%, -2.3%, 6.1, 17.7, -9.9%, 4.9%, 5.2%
COc1ccc(CCNCC(C)c2ccccc2)cc1 (stereo not drawn)
  -0.3%, -15.4, -2.4%, -0.4%, -27.5, -6.7, -3.1%, 15.4%, -2.2%
COc1ccc(CNC(=O)Nc2ccc3c(c2)N(C)C(=O)CS3)cc1
  5.0%, 7.8, -4.2%, 8.7%, 0.9, 0.1, -4.3%, -3.3%, 6.0%
CCCn1c(-c2cccc([N+](=O)[O-])c2)nc2c1c(=O)[nH]c(=O)n2Cc1ccccc1
  -4.6%, -6.8, -14.9%, 7.1%, -12.2, -4.6, 0.1%, -9.2%, ?
Cc1ccc(S(=O)(=O)N2[C@@H](c3ccc(F)cc3)C(C(=O)O)=CC[C@H]2c2cccc(Cl)c2)cc1
  6.4%, -22.9, 14.1%, 13.4%, -0.4, 24.5, -0.5%, 4.6%, 0.0%
CC(C)(C)OC(=O)NCc1ccc(CNC(=O)c2[nH]cnc2C(=O)Nc2ccccc2F)cc1
  -27.0%, 72.3, ?, 9.1%, 24.0, -7.3, nt, -18.2%, ?
C=CCOC(=O)c1cc(-c2ccc(/C=C3\C(=O)NC(=O)C(C#N)=C3C)o2)ccc1Cl
  12.2%, -17.3, 19.2%, 8.1%, 1.3, -11.6, -8.3%, 21.0%, 6.8%
C/C=C(\C)C(=O)N1CCC(C(=O)c2ccccc2)CC1
  8.2%, 9.4, -9.4%, -2.4%, 2.9, -5.0, -6.1%, 22.3%, 15.8%
CCCCn1c(-c2nonc2N)nc2ccccc21
  -25.6%, 11.6, ?, -4.7%, -1.7, 35.0, ?, -5.0%, ?
CC(=O)N1CCc2c(sc(NC(=O)Cc3ccccc3)c2C#N)C1
  13.8%, 1.2, 1.3%, -0.2%, 3.0, 22.1, 5.2%, 1.1%, 8.4%
O=C(CC(c1ccccc1)c1ccccc1)Nc1ccc2c(c1)OCCO2
  -7.8%, 0.0, -2.3%, -6.4%, -0.8, -29.9, 9.4%, -25.2%, -18.6%
Cc1ccc([N+](=O)[O-])cc1NC(=S)NC(=O)CC(C)(C)C
  ?, ?, -11.8%, 2.6%, -10.8, -14.5, 5.8%, ?, 18.4µM*

Full records as entered above. Order of values: HT1080 IDH1KD tx | DRD3 antagonist | KB-3-1 tox | GLP1R ag | D3 ag | IL1B secr inh | SW480 rereplic | HT1080-NT tox | KB-V1 MDR tox
`Cc1ccc([N+](=O)[O-])cc1NC(=S)NC(=O)CC(C)(C)C` across the screens: ? | ? | -11.8% | 2.6% | -10.8 | -14.5 | 5.8% | ? | 18.4µM*
`COc1ccc(CNC(=O)Nc2ccc3c(c2)N(C)C(=O)CS3)cc1` across the screens: 5.0% | 7.8 | -4.2% | 8.7% | 0.9 | 0.1 | -4.3% | -3.3% | 6.0%

New compounds follow
Order of values: HT1080 IDH1KD tx, DRD3 antagonist, KB-3-1 tox, GLP1R ag, D3 ag, IL1B secr inh, SW480 rereplic, HT1080-NT tox, KB-V1 MDR tox
COc1ccc(OCC(=O)Nc2nc3cc4c(cc3s2)OCCO4)cc1
  8.5%, -2.9, 18.5%, 8.5%, 8.4, -2.6, -7.5%, 4.5%, 14.7%
O=C(c1cc(COc2ccc(F)cc2F)on1)N1CCOCC1
  11.2%, 14.8, -2.0%, 1.0%, -2.4, 4.0, 0.7%, 3.3%, 22.2%
Cn1cnnc1SCc1ccc(C#N)cc1Cl
  0.0%, 6.8, -4.5%, -0.3%, 2.4, 13.3, 0.6%, 0.0%, -2.8%
Cc1cccc(Nc2ncnc(N)n2)c1
  ?, 8.9, -1.6%, 11.9%, 7.6, -24.2, -0.8%, 8.5%, 5.2%
CCCCn1c(N)c(N(CC(C)C)C(=O)c2ccc(N(C)S(=O)(=O)c3ccc(C)cc3)cc2)c(=O)[nH]c1=O
  3.5%, -1.7, -4.5%, 0.7%, 3.8, -3.9, ?, 5.2%, 6.7%
CCC(C)(C)NC(=O)Cn1c(-c2ccc(C)cc2)noc1=O
  1.9%, 7.8, 1.2%, 2.9%, -4.8, -10.4, ?, 11.2%, -1.4%
CCOC(=O)Cn1nc(-c2ccc(Cl)cc2)cc1N
  5.3%, -3.7, -1.0%, -0.4%, 0.2, 11.3, -17.5%, -2.2%, -7.0%
CCOc1ccccc1NC(=O)CCNC(=O)c1ccc(Cl)cc1
  13.9%, 10.4, -7.7%, 3.0%, 2.9, 14.3, -0.8%, 23.8%, ?
Cn1nnnc1SCc1ccc(F)cc1
  7.9%, -8.2, 0.5%, -8.3%, 6.2, 3.3, 6.5%, 13.0%, -5.9%
COc1ccc(C(=O)N2CCC3(CC2)NCCc2[nH]cnc23)cc1
  0.0%, -18.2, -14.4%, -4.3%, -1.0, -14.3, -5.8%, -1.0%, 0.0%
O=C(NCCN1CCOCC1)C(=O)NCC1OCCN1S(=O)(=O)c1cc(F)ccc1F (stereo not drawn)
  -1.3%, 0.0, nt, -5.1%, -6.1, 6.1, -1.4%, -2.0%, nt
C/C(=N/N=C1/NC(=O)CC(C(=O)O)S1)c1ccccc1 (stereo not drawn)
  3.5%, 8.2, -0.7%, -2.1%, -3.0, -0.1, -3.2%, 3.0%, 4.6%
O=C(NC(=S)N1CCN(c2ccc([N+](=O)[O-])cc2)CC1)c1ccccc1Cl
  -11.5%, 2.3, 0.9%, 13.8%, -5.4, -5.4, 4.1%, -2.9%, 3.0%
O=C(CCCCCN1C(=O)c2cccc([N+](=O)[O-])c2C1=O)Nc1ccccc1F
  5.6%, 22.3, -0.5%, -1.7%, 10.2, 8.2, -4.0%, 9.1%, 24.4%
Cc1ccc(C(=O)NCCSC(C)(C)C)cc1[N+](=O)[O-]
  11.8%, 12.2, 20.5%, -4.0%, -0.9, 0.9, -1.6%, 10.1%, 7.7%
COc1ccc(Nc2nnc(-c3ccc(C(=O)NCCO)cc3)c3ccccc23)cc1
  9.9%, -21.1, -10.5%, 14.9%, -13.5, -29.9, -3.1%, 0.1%, -8.2%
Cc1ccc(Cl)cc1NC(=O)C1CCCN1S(=O)(=O)c1ccc(-c2ccc(=O)[nH]n2)s1 (stereo not drawn)
  ?, -2.2, ?, -2.2%, 4.7, -76.9*, 3.98µM*, -22.3%, 0.0%
CCCNC(=O)c1sc2c(c1C(=O)Nc1ccccn1)CCCC2
  -3.4%, 6.6, 25.5%, 17.9%, -1.1, -8.4, -0.4%, -3.5%, ?
CCc1cc2ccc(C)cc2nc1SCC(=O)Nc1cc(OC)c(OC)cc1C(=O)O
  -1.2%, -2.1, 7.1%, -0.9%, -9.1, 25.6, -0.7%, -6.8%, ?
CCCCCCOc1ccc(N2C(=O)CC(N3CCN(C(=O)c4ccco4)CC3)C2=O)cc1 (stereo not drawn)
  -0.8%, -6.2, 8.0%, -3.9%, -0.2, 0.7, -4.9%[9.22 µM], -2.0%, 0.4%
CC(C)[C@H](NC(=O)N1CCn2c1nc1ccccc12)C(=O)N[C@H](C(=O)O)c1ccccc1
  6.8%, 4.5, 0.0%, -0.5%, 14.0, 18.2, -3.0%, 3.1%, 15.2%
CCN(CC)S(=O)(=O)c1ccc(S(=O)(=O)NCC2CCCO2)cc1 (stereo not drawn)
  -8.0%, -5.5, 1.4%, -5.8%, -16.7, -7.6, 1.5%, -9.6%, -0.1%
